# IEC-6 tox = counter-screen for KLF5 inhibitors: cytotoxicity in IEC-6 cells. IEC-6 cytotoxicity, luminescence viability. 290,000 compounds, 0.78% hits. AID 1825. inhibition, % at 5 µM; in the data active = inhibition above about 22%;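 note: 0% = plate median of test compound wells and 100% = cytotoxic reference compound wells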
# KLF5 inhibitor = suppresses KLF5 promoter-driven expression; inhibition, % at 5 µM; AID 1700; DLD-1 KLF5 promoter-luciferase reporter, luminescence; 290,000 compounds, 0.23% hits;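 active = inhibition above a per-plate limit of that plate's mean compound inhibition plus 3 SD, cut at about 60% in these data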;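 note: 0% = DMSO wells and 100% = LY294002 at 200 µM; higher means less KLF5 promoter-driven luciferase light; inactives centre near -14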
# HSP90 refold inh = blocks HSP90-mediated luciferase refolding in reticulocyte lysate; Rabbit reticulocyte lysate, luciferase refolding luminescence, 3 h; inhibition, % at 5.6 µM; 290,000 compounds, 0.91% hits; AID 1789;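 active = inhibition above the screen-wide mean plus 3 SD, computed separately per campaign, cut at about 16% in these data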;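 note: 0% = DMSO wells and 100% = 60 µM geldanamycin wells; inhibitors lower the luminescence because luciferase stays unfolded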
# Dyrk1A ADPGlo = Dyrk1A (rat) kinase inhibition; Q63470; ADP-Glo luminescence, NFATc1 peptide; inhibition, % at 12.5 µM; 310,000 compounds, 0.43% hits; AID 504441; in the data active = inhibition above about 50%;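 note: plate controls were vehicle with enzyme for no effect and no enzyme for full effect; many of its hits are not listed in these tables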
# aSyn UTR inh = 5' untranslated region of α-synuclein, MLPCN primary screen; alpha-synuclein 5'UTR reporter, inhibitor activity; inhibition, % (tested at 7.5 µM); 300,000 compounds, 0.82% hits; in the data active = inhibition above about 60%;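 note: H4 neuroglioblastoma cells stably carrying SNCA 5'UTR luciferase fusion; 0% = DMSO wells and 100% = positive control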
# Platelet DG rel = platelet dense granule release activity. human platelet-rich plasma, SFLLRN dense granule ATP release, luminescence. inhibition, %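 (compounds screened at 7.5 µM in platelet-rich plasma)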. 300,000 compounds, 0.22% hits. AID 1663;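 active = mean replicate score, as percent of positive control, at or above 50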
# HSF1 activator = increases HSF-1 driven luciferase reporter signal; NIH3T3-HGL HSF-1 luciferase reporter, MG132, 8 h; 100% = twice DMSO control signal; 300,000 compounds, 1.7% hits; activation, % at 9 µM;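 active = mean replicate activation of at least 50% with a set share of replicates each reaching 50%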;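 note: 0% = median of the neutral control wells and 100% = twice that signal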
# GSK3beta inhib = inhibitors of human GSK3beta kinase | P49841 | GST-GSK3beta kinase, ADP-Glo luminescence, 60 min; stronger effect = lower value | activity score (negative = inhibition), % at 10 µM | 300,000 compounds, 0.038% hits | AID 2097;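 active = more than half of replicate wells score below -50%, meaning over 50% inhibition versus plate controls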;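 note: 0% = median DMSO wells and -100% = median GW8510 positive control wells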
# Target sequence (P49841 whole entry, looked up): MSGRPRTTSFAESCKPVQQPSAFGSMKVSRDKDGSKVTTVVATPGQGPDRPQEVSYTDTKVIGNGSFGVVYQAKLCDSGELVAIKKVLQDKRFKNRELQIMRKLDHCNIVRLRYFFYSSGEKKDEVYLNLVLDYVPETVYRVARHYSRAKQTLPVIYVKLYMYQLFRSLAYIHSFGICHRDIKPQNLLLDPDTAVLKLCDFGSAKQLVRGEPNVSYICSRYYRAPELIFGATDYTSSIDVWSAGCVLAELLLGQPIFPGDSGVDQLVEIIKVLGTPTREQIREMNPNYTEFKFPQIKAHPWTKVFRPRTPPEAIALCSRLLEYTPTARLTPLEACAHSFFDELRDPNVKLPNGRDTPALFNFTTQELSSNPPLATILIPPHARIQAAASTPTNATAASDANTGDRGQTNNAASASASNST
#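 Assay system: GST-fused GSK3beta enzyme, cell-free / Medium: Tris pH 7.5 buffer with MgCl2, DTT, BSA, heparin / Also added: peptide substrate plus 25 µM ATP (final) / Compound: 10 µM single point / Timing: kinase reaction with compound 60 min at room temperature / Detection: ADP-Glo luminescence / Benchmarks: DMSO neutral wells and GW8510 at 20 µM as positive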
# GSK3A inh = blocks human GSK-3 alpha kinase; P49840; ADP-Glo luminescence, 60 min; inhibition, % at 10 µM; 320,000 compounds, 0.1% hits; AID 2650;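 in the data active = inhibition above about 50%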;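 note: GST-tagged GSK-3 alpha with peptide substrate and 25 µM ATP; 0% = DMSO neutral wells and 100% = GW8510 positive control wells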
# Target sequence (P49840 whole entry, looked up): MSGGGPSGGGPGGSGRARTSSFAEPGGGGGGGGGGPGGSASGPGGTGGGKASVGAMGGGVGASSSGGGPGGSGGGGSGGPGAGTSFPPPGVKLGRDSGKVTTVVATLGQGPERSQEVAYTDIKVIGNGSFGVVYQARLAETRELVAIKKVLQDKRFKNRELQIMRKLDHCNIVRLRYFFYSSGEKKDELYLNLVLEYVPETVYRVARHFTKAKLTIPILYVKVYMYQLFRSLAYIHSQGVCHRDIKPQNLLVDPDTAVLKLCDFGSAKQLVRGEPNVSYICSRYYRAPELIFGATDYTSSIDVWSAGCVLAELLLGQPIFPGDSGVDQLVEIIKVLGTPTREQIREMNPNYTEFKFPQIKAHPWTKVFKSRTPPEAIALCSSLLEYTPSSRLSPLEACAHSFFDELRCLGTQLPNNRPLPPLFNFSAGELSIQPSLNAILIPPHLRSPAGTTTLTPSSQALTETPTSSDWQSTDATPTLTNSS
# HSF1 inhib = HSF1 inhibition; NIH3T3-HGL HSE-luciferase, MG132-induced, luminescence 8 h; stronger effect = lower value; activity change, negative = inhibition, % at 7.5 µM (by protocol); 300,000 compounds, 0.77% hits; AID 2098;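 active = more than half of replicate wells show activity change below -50%, luminescence cut by over half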;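 note: luciferase reports HSF-1 transcriptional activity via heat shock element; 0% = median of DMSO wells and -100% = zero luminescence signal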
# The depositor's hits bear a star; . = no result given. A portion of the library; the hit share may differ from the screen's.
SMILES,IEC-6 tox,KLF5 inhibitor,HSP90 refold inh,Dyrk1A ADPGlo,aSyn UTR inh,Platelet DG rel,HSF1 activator,GSK3beta inhib,GSK3A inh,HSF1 inhib
CCC(C)Oc1ccc(C(=O)Nc2ccc(CN3CCOCC3)cc2)cc1 (centres undefined),1,-36,1,-4,-30,-1,-7,-3,-1,7
COc1cc(C(=O)Nc2cccc(C(C)=O)c2)cc(OC)c1OC,7,-6,0,24,-1,-12,15,-2,0,-1
O=C(NCc1ccccc1)C1CCC1,-2,-20,7,-1,-11,-4,-3,4,0,-13
Cc1cc(C)cc(NC(=S)Nc2ccc(Cl)c(Cl)c2)c1,1,-15,-2,-3,-24,-1,28,-1,-1,11
COc1ccc2cc(C#N)c(SCC(=O)Nc3nonc3C)nc2c1,-6,-34,-3,13,-79,-4,30,-1,0,5
CC(C)OCCCNC(=O)COc1ccc2oc3c(c2c1)CCCC3,0,-6,6,-9,9,-6,-9,2,-1,1
COC(=O)CCCC(=O)N(C)CC1CCCN(CCc2ccccc2C)C1 (centres undefined),-3,-42,4,.,-11,-3,6,0,-2,-4
Cc1ccc(N=C2NC(=O)/C(=C/c3cccn3C)S2)c(C)c1,0,-24,7,-2,-11,14,8,11,-4,-5
Cc1cc(N/N=C/c2ccc(Cl)cc2)nc(NCc2ccccc2)n1,-4,-14,-1,-2,-20,-3,12,-1,-2,9
O=C(NC(=S)Nc1ccccc1C(=O)O)c1ccc2ccccc2c1,-2,-5,1,-1,-48,-10,21,3,-6,0
O=C(NC(=S)Nc1ccc(S(=O)(=O)N2CCCCCC2)cc1)c1cccs1,-4,-15,-4,-4,-45,-9,7,-1,0,0
COc1ccccc1NC(=O)C1=C(C)NC(=O)NC1c1ccc(C)s1 (centres undefined),-4,-3,4,-2,-8,1,14,-2,-2,8
CN(C)C(=O)C1Cc2ccccc2CN1S(=O)(=O)c1cccs1 (centres undefined),0,-18,2,-2,-28,5,4,-4,-3,7
NCc1nc(-c2ccc(Cl)cc2)no1,1,-17,1,-3,-17,3,.,-1,3,.
COC(=O)CNC(c1ccccc1)c1cc(Br)ccc1NC(=O)CCN1CCOCC1 (centres undefined),0,-35,-4,-3,-7,-7,48,-3,10,24
CC(C)(C)c1cc(C(=S)N2CCN(CCO)CC2)cc(C(C)(C)C)c1O,8,-13,0,-5,-6,9,3,-1,-3,2
CCNC(=S)NNC(=O)C(c1ccccc1)c1ccccc1,0,-17,0,-7,-10,5,31,-2,-2,6
COC(=O)CCC(=O)c1ccn(S(=O)(=O)c2ccccc2)c1,2,-39,2,6,7,6,20,0,-1,4
CCCCN(CC)C(=O)c1ccccc1Oc1ccccc1,-4,-4,-3,2,29,-1,6,5,-1,4
O=C(NC1CCCC1)C(c1ccc(N2CCOCC2)cc1)N(C(=O)c1ccco1)c1ccccc1F (centres undefined),4,-37,2,-1,-5,5,-31,0,0,-16
CC(=O)Oc1ccc(/C=C(\NC(=O)c2cccc(Br)c2)C(=O)Nc2ccc(C(=O)O)cc2)cc1,.,.,.,1,4,15,-45,-1,-2,-38
Cc1csc2c(N3CCN(C(=O)NC(C)(C)C)CC3)ncnc12,1,12,1,2,-18,1,-9,-6,0,-3
C=CCNC(=S)NNC(=O)COc1cccc(Cl)c1,4,20,0,1,26,3,-8,0,-2,-9
COC(=O)Cn1c(CCS(=O)(=O)c2ccc(C)c(C)c2)nc2ccccc21,0,-7,0,-2,14,-1,7,0,-5,-1
O=C(NC1CCSc2ccccc21)c1cc([N+](=O)[O-])ccc1N1CCOCC1 (centres undefined),.,.,.,-4,-10,1,1,-1,-1,-7
O=C(CN1c2ccccc2Sc2ccccc21)N/N=C/c1ccc(Cl)cc1Cl,0,-21,4,-2,7,11,10,-2,-1,-1
Cc1ccc(SCc2cn3cccnc3n2)cc1,0,-38,1,0,-48,10,44,2,-1,23
COc1cc(NC(=O)COc2ccccc2Cl)ccc1NC(=O)c1cccs1,11,-46,0,1,-113,5,-13,6,-1,12
Nc1cc(=O)[nH]c(SCC(=O)Nc2ccc(Oc3ccccc3)cc2)n1,-4,-8,1,-7,2,-1,8,1,-2,-12
Cc1cccc(NC(=S)N2CCN(C(=O)c3ccco3)CC2)c1,6,1,0,1,-2,-10,-25,-2,12,-12
CC(C)(C)C1c2[nH]c3ccccc3c2CCN1CCCn1cccn1 (centres undefined),9,13,1,-4,4,1,-21,3,0,-1
CC(=O)Nc1ccc(CNC(=O)C[N+]2(C)CCOCC2)cc1,0,0,-2,-7,2,-3,-3,0,-1,-6
CCC1CN(C(=O)N2CCC(C(=O)NCc3ccccc3C)CC2)c2ccccc2O1 (centres undefined),0,4,-1,-2,4,-1,0,3,0,1
Nc1c(N(Cc2ccccc2)C(=O)COc2cccc(Cl)c2)c(=O)[nH]c(=O)n1Cc1ccccc1,.,.,.,-4,-3,.,-1,3,-2,-1
COc1ccc(OC)c(NC(=O)Cn2cccc2)c1,-6,-23,5,3,-13,7,12,1,-2,-6
COc1cccc(C2C(C#N)=C(N)Oc3cc(C)[nH]c(=O)c32)c1OC (centres undefined),1,3,2,9,9,2,-4,-1,-5,-6
Nc1ncnc2nc(SCCc3ccccc3)[nH]c12,-9,-26,-2,2,1,0,-3,3,-2,-1
Cc1ccc(NC(=S)Nc2cccc3ccccc23)cc1F,5,-50,19*,0,-86,19,-62,3,1,-55*
CC1C=CCC2C(=O)N(c3cccc(C(=O)NCCc4ccccc4)c3)C(=O)C12 (centres undefined),0,-19,0,5,7,0,16,-5,5,2
Cc1csc2c(=O)n3c(nc12)CCCCC3,-6,-54,0,10,23,14,1,-2,0,-1
CCOC(=O)c1cc(-c2ccccc2)sc1NC(=O)c1ccc(OC)cc1,-3,-18,-1,.,-16,-1,-4,4,-3,-6
CNC(=O)/C(C#N)=C/c1c(N2CCCCCC2)nc2ccccn2c1=O,-1,-13,0,-5,30,7,2,1,-1,-3
O=C(c1ccccc1)N1CCN(Cc2ccccc2)CC1,6,-7,-1,-7,14,-9,-8,1,-1,-1
Cn1c(NCC(O)c2ccccc2)nc2c1c(=O)n(Cc1ccc(Cl)c(Cl)c1)c(=O)n2C (centres undefined),3,-31,-1,.,27,-1,25,3,0,19
COc1ccc(NC(=O)C(c2cc3c(cc2[N+](=O)[O-])OCO3)N(C)C)cc1 (centres undefined),-6,-2,-1,3,-60,9,22,-3,-1,-5
CCc1nc2ccc(C(=O)N3CCN(c4cccc(C(F)(F)F)c4)CC3)cc2nc1CC,8,10,1,-4,15,1,-8,-1,1,6
CN(/C(=N/S(=O)(=O)c1cccs1)c1ccccc1)c1ccc(O)cc1,-4,-32,0,.,.,.,.,0,-1,.
CN(C)c1ncnc2sc(-c3ccccc3)cc12,10,-56,3,23,0,2,1,1,1,-4
Cc1nn(C)c(C)c1S(=O)(=O)N1CCC(CO)(Cc2ccc(Cl)cc2)CC1,3,0,6,2,9,3,17,4,0,-4
Cc1cc(C)n(-c2c(C)[nH]c3ccccc23)n1,-3,-7,2,.,-8,2,29,-1,-2,-4
CCC(C)NC(=O)N1c2ccccc2Sc2ccccc21 (centres undefined),-1,-2,1,14,-4,-1,10,2,-2,-1
CN(CC(=O)Nc1cccnc1)S(=O)(=O)c1ccccc1,-1,-39,4,-1,5,2,19,1,-5,-2
COc1ccc(CNC(=O)C(C)N2C(=O)COc3ccc(C)cc32)c(OC)c1 (centres undefined),-1,-39,3,-6,8,1,-15,-7,0,-13
CC12CCC(=O)N1C(C(=O)Nc1cccc(S(=O)(=O)N3CCCCCC3)c1)CS2 (centres undefined),.,.,.,-3,-6,-2,8,1,-2,-1
NC(=O)C(c1ccc(Cl)cc1)c1ccc(Sc2ccc(Cl)cc2)nn1 (centres undefined),4,-1,1,4,17,6,7,2,2,-3
COCCn1c(N)c(Sc2ccc([N+](=O)[O-])cc2)c(=O)[nH]c1=O,-3,1,-4,.,11,-1,21,2,-1,12
CCOC(=O)Cc1c(C)nc2c(C#N)c[nH]n2c1=O,-6,-49,-3,29,-19,-4,-7,-3,.,-9
[O-]/C(=C(\C(=S)Nc1cccc2ccccc12)[n+]1ccccc1)c1cccs1,0,-5,0,2,-14,6,19,1,2,0

# Structural class: those above containing an aryl methoxy group (nine)
SMILES,IEC-6 tox,KLF5 inhibitor,HSP90 refold inh,Dyrk1A ADPGlo,aSyn UTR inh,Platelet DG rel,HSF1 activator,GSK3beta inhib,GSK3A inh,HSF1 inhib
COc1cc(C(=O)Nc2cccc(C(C)=O)c2)cc(OC)c1OC,7,-6,0,24,-1,-12,15,-2,0,-1
COc1ccc2cc(C#N)c(SCC(=O)Nc3nonc3C)nc2c1,-6,-34,-3,13,-79,-4,30,-1,0,5
COc1ccccc1NC(=O)C1=C(C)NC(=O)NC1c1ccc(C)s1 (centres undefined),-4,-3,4,-2,-8,1,14,-2,-2,8
COc1cc(NC(=O)COc2ccccc2Cl)ccc1NC(=O)c1cccs1,11,-46,0,1,-113,5,-13,6,-1,12
COc1ccc(OC)c(NC(=O)Cn2cccc2)c1,-6,-23,5,3,-13,7,12,1,-2,-6
COc1cccc(C2C(C#N)=C(N)Oc3cc(C)[nH]c(=O)c32)c1OC (centres undefined),1,3,2,9,9,2,-4,-1,-5,-6
CCOC(=O)c1cc(-c2ccccc2)sc1NC(=O)c1ccc(OC)cc1,-3,-18,-1,.,-16,-1,-4,4,-3,-6
COc1ccc(NC(=O)C(c2cc3c(cc2[N+](=O)[O-])OCO3)N(C)C)cc1 (centres undefined),-6,-2,-1,3,-60,9,22,-3,-1,-5
COc1ccc(CNC(=O)C(C)N2C(=O)COc3ccc(C)cc32)c(OC)c1 (centres undefined),-1,-39,3,-6,8,1,-15,-7,0,-13

# Bioassay records as filed in PubChem.
